# HIF act = HIF pathway transcriptional activators, primary screen, cell-based, U2OS HRE-luciferase, luminescence | U2OS HRE-luciferase reporter; normalized: DMSO 0%, desferrioxamine 100% | activation, % at 7.5 µM (by protocol) | hit rate 0.32% among 300,000 | AID 1910, 2009;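 active means mean activation of at least 10% of the iron chelator positive control signal, with at least half of replicates also reaching 10%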
# GSK3beta inhib = human GSK3beta kinase inhibitors, primary screen, biochemical, cell-free homogeneous, HTS. GST-GSK3beta kinase, ADP-Glo luminescence, 60 min; active compounds read low. hit rate 0.038% among 300,000. activity score (negative = inhibition), % at 10 µM. AID 2097, 2009. Glycogen synthase kinase-3 beta (Homo sapiens), P49841;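 active means more than half of replicate wells score below -50%, meaning over 50% inhibition versus plate controls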;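 further: 0% = median DMSO wells and -100% = median GW8510 positive control wells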
# Target sequence (P49841 whole entry, looked up): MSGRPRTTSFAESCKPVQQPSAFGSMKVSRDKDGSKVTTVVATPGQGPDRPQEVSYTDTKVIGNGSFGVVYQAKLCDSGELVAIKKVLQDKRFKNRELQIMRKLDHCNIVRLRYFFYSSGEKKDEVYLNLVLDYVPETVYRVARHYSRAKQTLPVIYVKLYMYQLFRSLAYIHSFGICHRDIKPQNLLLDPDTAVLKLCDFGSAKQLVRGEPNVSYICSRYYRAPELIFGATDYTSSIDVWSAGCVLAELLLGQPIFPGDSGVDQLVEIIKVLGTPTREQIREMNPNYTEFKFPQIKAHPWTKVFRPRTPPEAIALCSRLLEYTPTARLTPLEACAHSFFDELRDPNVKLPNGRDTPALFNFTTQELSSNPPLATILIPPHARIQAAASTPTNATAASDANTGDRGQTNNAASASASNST
#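 Test system – GST-tagged human GSK3beta kinase, cell-free · Incubation – 60 min enzyme reaction, room temperature · Signal – ADP-Glo luminescence · Also added – peptide substrate and ATP at 25 µM · Controls – DMSO neutral wells and GW8510 at 20 µM as positive · Buffer or medium – Tris/MgCl2 kinase buffer · Measure – Luminescence-derived activity versus plate DMSO and GW8510 wells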
# GSK3 alpha inh = blockers of GSK3A enzyme activity – biochemical, luminescence, cell-free homogeneous, HTS, primary screen; Glycogen synthase kinase-3 alpha (Homo sapiens), P49840; GSK-3 alpha kinase, ADP-Glo luminescence, 60 min; inhibition, % at 10 µM; hit rate 0.1% among 320,000; AID 2650, 2010;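 in the data active means inhibition above about 50%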;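 further: GST-tagged GSK-3 alpha with peptide substrate and 25 µM ATP; 0% = DMSO neutral wells and 100% = GW8510 positive control wells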
# Target sequence (P49840 whole entry, looked up): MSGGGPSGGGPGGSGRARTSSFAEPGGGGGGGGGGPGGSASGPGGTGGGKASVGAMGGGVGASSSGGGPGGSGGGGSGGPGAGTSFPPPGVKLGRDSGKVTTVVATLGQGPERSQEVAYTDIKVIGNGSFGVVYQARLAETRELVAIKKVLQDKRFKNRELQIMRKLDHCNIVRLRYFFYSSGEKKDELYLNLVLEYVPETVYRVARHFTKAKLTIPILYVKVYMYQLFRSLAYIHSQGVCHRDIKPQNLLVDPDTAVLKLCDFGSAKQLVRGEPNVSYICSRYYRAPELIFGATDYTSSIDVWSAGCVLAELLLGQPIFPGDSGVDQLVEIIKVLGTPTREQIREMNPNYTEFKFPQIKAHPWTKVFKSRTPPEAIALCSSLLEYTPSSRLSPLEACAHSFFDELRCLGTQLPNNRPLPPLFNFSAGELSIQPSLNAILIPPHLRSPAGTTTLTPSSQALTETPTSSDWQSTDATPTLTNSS
# IEC-6 tox = cytotoxicity in IEC-6 intestinal epithelial cells, primary screen, cytotoxicity control for KLF5 inhibitor project, cell-based, luminescence. IEC-6 cytotoxicity, luminescence viability. inhibition, % at 5 µM. hit rate 0.78% among 290,000. AID 1825, 2009; in the data active means inhibition above about 22%;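 further: 0% = plate median of test compound wells and 100% = cytotoxic reference compound wells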
# HSF1 inh = HSF1 inhibitors in luciferase reporter cells, primary screen, cell-based, NIH3T3, luminescence | activity change, negative = inhibition, % at 7.5 µM (by protocol) | hit rate 0.77% among 300,000 | NIH3T3-HGL HSE-luciferase, MG132-induced, luminescence 8 h; active compounds read low | AID 2098, 2009;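 active means more than half of replicate wells show activity change below -50%, luminescence cut by over half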;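 further: luciferase reports HSF-1 transcriptional activity via heat shock element; 0% = median of DMSO wells and -100% = zero luminescence signal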
# HSF-1 act = HSF-1 activators, primary screen, NIH3T3-HGL cells, MG132 stress, luminescence, single point. NIH3T3-HGL HSF-1 luciferase reporter, 8 h; 100% = twice DMSO control signal. activation, % at 9 µM. hit rate 1.7% among 300,000. AID 504408, 2011;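 active means mean replicate activation of at least 50% with a set share of replicates each reaching 50%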;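 further: 0% = median of the neutral control wells and 100% = twice that signal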
# AI-2 QS modul = Vibrio harveyi AI-2 quorum sensing modulators, primary screen, JMH597 strain, luminescence/OD600 ratio; Vibrio harveyi JMH597 AI-2 luminescence/OD600 ratio, 9 h; active compounds read low; strain lacks LuxN and CqsS sensors; 0 = neutral-control median; AID 2094, 2009; hit rate 0.4% among 300,000; activity change, % at 7.5 µM; in the data active means activity change below about -75%, passing the limit was not always enough;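 further: luminescence divided by OD600 gain over 9 h not by final OD600 alone; inactives centre near 13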
# HSP90 inh = HSP90 inhibitors, primary screen, cell lysate, luminescence; Rabbit reticulocyte lysate, luciferase refolding luminescence, 3 h; inhibition, % at 5.6 µM; hit rate 0.91% among 290,000; AID 1789, 2009;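 active means inhibition above the screen-wide mean plus 3 SD, computed separately per campaign, cut at about 16% in these data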;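 further: 0% = DMSO wells and 100% = 60 µM geldanamycin wells; inhibitors lower the luminescence because luciferase stays unfolded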
# KLF5 inhibitor = KLF5 expression inhibitors, primary screen, DLD-1 cells, luminescence. DLD-1 KLF5 promoter-luciferase reporter. hit rate 0.23% among 290,000. inhibition, % at 5 µM;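 active means inhibition above a per-plate limit of that plate's mean compound inhibition plus 3 SD, cut at about 60% in these data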;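 further: 0% = DMSO wells and 100% = LY294002 at 200 µM; higher means less KLF5 promoter-driven luciferase light; inactives centre near -14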
# aSyn 5UTR inh = MLPCN primary screen, SNCA 5' untranslated region | hit rate 0.82% among 300,000 | alpha-synuclein 5'UTR reporter, inhibitor activity | inhibition, % (tested at 7.5 µM); in the data active means inhibition above about 60%;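 further: H4 neuroglioblastoma cells stably carrying SNCA 5'UTR luciferase fusion; 0% = DMSO wells and 100% = positive control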
# Numbers without * were called inactive; nt = no result given. Random draw from the library. About 4.7% of those tested had a hit in this group.
SMILES,HIF act,GSK3beta inhib,GSK3 alpha inh,IEC-6 tox,HSF1 inh,HSF-1 act,AI-2 QS modul,HSP90 inh,KLF5 inhibitor,aSyn 5UTR inh
CCOc1ccc(-c2c(=O)n(O)c3ccccc3[n+]2[O-])cc1,2.5,1.6,-1.4,-1.0,11.1,23.4,26.8,-1.8,-62.4,-40.0
C/C(=N/Nc1nc(-c2ccccc2)c(CC(=O)O)s1)c1ccccc1,2.1,-6.2,nt,-3.6,-2.8,-9.0,20.1,3.5,-33.4,-167.8
Fc1ccc(-n2nnc(-c3nccs3)n2)cc1,0.0,1.6,nt,-0.4,21.4,21.3,16.1,19.8*,-78.7,-56.0
CCCCC(=O)NCCc1cc2ccc(OC)cc2[nH]c1=O,nt,0.5,-3.8,-5.4,nt,nt,10.3,-1.4,-24.1,nt
Cc1sc2ncnc(NCCCn3ccnc3)c2c1C,-1.9,-6.5,8.3,-3.9,-13.1,-23.8,14.8,1.0,-18.3,0.4
CC1=Nc2cc(C(=O)NCC3CCCO3)ccc2Sc2ccc(Br)cc21 (stereo not drawn),1.3,-2.6,1.1,43.3*,-41.4,-54.2,21.9,-6.6,21.7,-112.9
CC(c1nnc(SCC(=O)Nc2sccc2C#N)n1-c1ccc(Cl)cc1)N(C)C (stereo not drawn),-0.1,-2.5,-3.2,3.7,7.3,-4.1,21.3,-3.1,-5.6,3.4
Cc1ccc(NC(=O)Cn2c(C)cc(C)c(C#N)c2=O)c(Cl)c1,-0.3,3.5,3.5,-1.9,0.3,-6.5,26.3,-5.2,-31.3,1.2
COc1ccc(-n2ncc3c2CC(C)(C)CC3NC(=O)CCc2c(C)nn(C)c2C)cc1 (stereo not drawn),0.5,-3.3,-3.5,8.3,5.7,2.1,11.1,-4.9,-12.3,-13.6
COC(=O)c1cc(OC)c(OC)cc1NC(=S)N1CCCC1,-0.2,2.6,-6.1,5.7,26.2,62.4*,-14.3,1.5,-6.8,11.6
COc1ccc(NC(=O)CSc2ccc3nnc(-c4cccnc4)n3n2)cc1,-0.2,-1.4,0.1,-3.4,-6.8,8.2,18.8,-0.3,-36.5,1.3
CC1CCN(c2ncnc3c2cnn3-c2ccccc2)CC1,1.7,1.6,-3.1,-1.8,34.5,56.9*,21.3,-2.5,-155.1,-118.8
COCCn1cnc2c1c(=O)n(CC(=O)O)c(=O)n2Cc1ccccc1,0.4,-1.5,-2.8,-5.0,-5.0,19.2,28.4,0.6,-14.4,-0.5
O=C(NNS(=O)(=O)c1ccccc1)c1cnn(-c2ccccc2)c1-n1cccc1,-0.8,3.7,-0.8,3.6,1.3,1.2,12.2,1.1,-25.2,14.9
O=C(CCC(=O)Nc1ccc(F)cc1)N/N=C/c1cccnc1,-0.3,-0.6,1.7,5.0,-1.1,21.4,5.8,-0.9,5.5,-3.5
C=CCN1C(=O)C(O)(CC(=O)c2ccccc2)c2ccccc21 (stereo not drawn),-0.7,0.9,-1.5,-2.0,-1.9,-4.2,13.5,-5.0,-23.9,-5.3
CCCCCc1ccc(OCCCC[n+]2ccccc2)c(CCCCC)c1,-0.4,-13.6,11.1,7.5,-8.1,10.0,2.7,1.7,9.1,7.6
CCOc1cc2[nH]c(=S)n(CCCC(=O)NCc3ccco3)c(=O)c2cc1OCC,-0.1,-3.8,-1.0,-5.4,1.9,0.0,14.7,-3.5,-21.4,0.4
CC(=O)c1cc(C)ccc1OC(=O)c1ccncc1,0.3,5.5,-0.7,-3.4,-3.3,5.9,15.0,1.0,-16.2,1.4
CN1CCN(NS(=O)(=O)c2cccs2)CC1,-0.9,1.4,7.5,-2.8,-4.0,-2.5,5.6,3.5,-39.4,26.6
Cc1sc2ncnc(SCC(=O)NC(=O)c3cccn3C)c2c1C,-0.4,0.1,-2.3,-2.7,9.7,16.3,20.6,2.8,3.8,-3.2
O=C(CCn1c(=S)oc2ccccc21)NC1CCCCCC1,0.0,-1.4,3.5,-2.2,-70.6*,-77.3,5.9,-3.6,-3.0,5.1
COC(=O)C1=C(C)N(CC(C)C)C(=O)/C1=C\c1cccs1,-0.4,-1.6,-5.7,-3.9,-10.6,-2.9,26.9,3.7,-13.4,21.6
COc1cccc(-n2c(Cc3cc(=O)[nH]c(=O)[nH]3)nnc2SCc2cccnc2)c1,nt,2.9,-3.5,-3.0,2.0,1.1,13.3,-2.8,-10.8,-4.0
O=C(Nc1ccc(F)cc1)Nc1nnc(COc2ccccc2F)s1,0.1,-4.4,-0.2,-3.8,0.6,4.4,2.4,-3.2,-33.1,1.7

# (continued)
SMILES,HIF act,GSK3beta inhib,GSK3 alpha inh,IEC-6 tox,HSF1 inh,HSF-1 act,AI-2 QS modul,HSP90 inh,KLF5 inhibitor,aSyn 5UTR inh
CCOc1ccc(NC(=O)Nc2ccc3nccnc3c2)cc1,1.4,-1.0,-1.2,-3.3,0.9,15.0,-6.3,-2.2,-14.2,-95.8
Cc1cc(C)c(C(=O)COC(=O)[C@H](C)Nc2ccc(C(F)(F)F)cc2[N+](=O)[O-])c(C)c1,-0.2,1.0,1.0,2.3,-5.4,14.0,14.4,4.6,-6.2,-13.2
OCCOCCNc1ncnc2sc(-c3ccccc3)cc12,1.4,-0.9,5.7,4.4,-5.2,-4.9,23.9,0.8,-11.5,-25.8
COc1ccc(NC(=O)COC(=O)[C@@H]2CCCN2C(=O)c2cccs2)c(OC)c1,0.1,-0.9,2.1,3.6,-14.8,-9.5,29.8,1.3,-27.1,12.4
O=C(O)CCn1c(SCc2cc(=O)n3ccccc3n2)nc2ccsc2c1=O,-0.3,2.8,1.8,-2.0,-6.5,27.6,-13.7,3.5,-35.7,-7.1
Cc1oc2cc(OCc3cnn(-c4ccccc4)c3)ccc2c(=O)c1Oc1ccccc1F,0.1,3.6,-1.7,-4.9,-6.1,-1.2,7.9,-3.5,4.1,-34.6
COC(=O)CSc1ncc(OC)c(OC)n1,0.1,1.9,-1.5,-3.2,-6.7,0.0,9.0,-0.8,19.4,13.9
Cc1ccc(-c2nc(=O)[nH]c3ccc(Br)cc23)cc1,-0.5,1.9,-0.2,-3.2,0.8,-2.9,19.4,-2.5,-33.4,22.1
CC(C)(C)N1C(=O)c2ccc(C(=O)Nc3ccc(-c4nc5ccccc5[nH]4)cc3)cc2C1=O,-0.1,2.7,-0.9,3.1,0.8,4.3,-4.3,-1.3,-13.6,-5.3
CN(C)C(=O)c1nc2ccc(Cl)cn2c1CNCc1ccccc1OC(F)(F)F,-0.5,-1.6,-0.9,-5.2,-6.1,3.4,12.2,-2.1,-18.5,-33.1
NC(=O)NC(=O)Nc1ccccc1Cl,0.3,-1.1,1.4,1.4,3.4,-2.8,11.7,3.6,-16.6,10.1
C/C(=N\N=C1\NC(=O)C(CC(=O)Nc2ccc(C)c(Cl)c2)S1)C(C)(C)C (stereo not drawn),0.2,-2.3,-0.4,5.7,10.1,10.8,31.7,2.7,4.0,-2.8
N#Cc1c(N)nc2c(c1-c1ccccc1)CCC2,0.5,-2.2,-1.2,1.7,-7.6,4.9,11.5,-6.4,4.1,-8.8
COCCn1c(N)c(Sc2ccccc2)c(=O)[nH]c1=O,0.3,2.8,0.6,-0.9,4.6,14.9,18.9,-5.6,11.9,4.6
Cc1nn(CC#N)c(=O)n1-c1ccc(F)cc1,0.8,-1.4,-1.1,-2.0,-1.8,-10.5,12.8,-3.3,-4.1,4.8
COc1ccc(/C=C/C(=O)c2cc(Br)ccc2O)cc1OC,3.5,1.6,-4.1,-9.9,27.8,65.6*,14.2,-3.0,-8.0,-5.9
CC1(C)CSC(=S)N1S(=O)(=O)c1ccccc1,0.0,-2.6,-0.5,6.4,4.5,-19.6,1.6,1.5,-10.1,40.8
COc1cccc(CNC(=O)Cc2c(C(=O)O)[nH]c3ccccc23)c1,0.2,-0.4,-3.9,-2.4,-9.7,-2.8,13.9,-1.2,-7.3,9.8
CC(=O)N1c2ccc(S(=O)(=O)NCC3CCC(C(=O)Nc4cccc(C)n4)CC3)cc2CC1C (stereo not drawn),0.0,0.5,0.2,-2.6,-0.6,-3.4,2.1,-2.6,-46.6,9.4
Cc1c(C(=O)OCC(C)(C)CN(C)C)oc2ccccc12,3.5,1.8,-0.8,4.2,-1.4,15.3,19.5,-3.3,-27.1,-32.5
CN(CCC#N)C(=O)COC(=O)c1cccnc1Nc1ccccc1F,0.0,2.8,-0.2,-2.4,-5.3,5.4,16.4,1.9,-26.2,11.5
O=S(=O)(O)c1cnccc1Nc1cccc(C(F)(F)F)c1,0.2,3.8,-5.2,nt,0.9,1.2,29.9,nt,nt,-15.2
Cc1ccc(/C=N/N2CCN(Cc3ccccc3)CC2)s1,0.5,-1.0,-2.6,6.9,-4.0,10.9,16.5,2.5,-11.9,-83.2
O=C(COc1ccccc1C(=O)c1cnn(-c2ccccc2)c1)Nc1ccc2ccccc2c1,2.6,4.7,-1.5,-2.4,15.7,28.6,16.4,1.3,-3.4,-136.2
COc1nc(Nc2ccccc2F)nc(OC)n1,-0.8,4.7,-3.9,-2.8,4.2,6.9,3.0,-0.3,-29.1,-0.3

# (more compounds)
SMILES,HIF act,GSK3beta inhib,GSK3 alpha inh,IEC-6 tox,HSF1 inh,HSF-1 act,AI-2 QS modul,HSP90 inh,KLF5 inhibitor,aSyn 5UTR inh
Cc1nn(-c2ccccc2)c(-n2cccc2)c1C(=O)O,0.2,2.2,-5.9,-3.7,-12.1,7.8,6.0,-2.2,-14.0,-0.6
CN(CC(=O)Nc1cccc(F)c1)C(=O)CSc1ccccc1F,-0.1,-2.1,0.4,-2.6,-2.0,9.6,18.9,4.0,-25.5,13.9
CCOC(=O)C1=C(O)/C(=C/c2cc(OC)c(OC)c(OC)c2)SC1=Nc1ccc(OC)cc1,-0.7,-2.2,nt,-5.8,-5.2,-12.7,22.4,-4.0,-6.6,3.0
Cn1cnnc1SCC(=O)NCc1ccccc1,0.2,nt,nt,-5.1,-9.0,-11.6,nt,0.2,-4.3,-22.9
CC(C)(C)C(=O)NC(NC(=O)C(C)(C)C)c1ccc([N+](=O)[O-])cc1,0.1,2.0,-1.3,-6.2,-10.5,-5.4,21.8,-3.4,7.4,-5.0
Cc1ccc(-c2noc(CN(C(=O)CCCCCN3C(=O)c4ccccc4C3=O)C(C)C)n2)cc1,-0.4,-0.4,-4.0,1.1,5.0,22.0,36.5,1.5,-37.9,4.7
COc1ccc(CN(C)CC(=O)Nc2cccc(S(N)(=O)=O)c2)c(OC)c1OC,-0.4,3.2,-2.8,3.7,-1.8,8.8,19.1,2.6,-25.8,7.2

# High-throughput results (PubChem)
